Screening data as filed in PubChem.
NPSR antagonist: antagonists of human neuropeptide S receptor cAMP signaling; Q6W5P4; CHO-NPSR cells, cAMP TR-FRET, antagonist mode; Potency, µM (series often up to 38.3 µM), for inactives: at the top dose activity change, negative = inhibition, most hits filed as inhibitors; 220,000 compounds, 1% hits; AID 1461; further: on the % scale 0 is the no-effect control and ±100 the full control effect; nearly all actives have a fitted effect of over 50% in size; many of its hits are not listed in these tables
GAA inh: alpha-glucosidase (human) inhibition | purified human GAA, 4-MU-alpha-glucoside fluorescence | Potency, µM (titrated, usually from 76.9 µM), without a hit: top-dose activity change, negative = inhibition, usual class: inhibitors | 200,000 compounds, 0.005% hits | AID 1466 | P10253;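 further: plate controls were uninhibited enzyme wells for no effect and no-enzyme background for full effect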
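AC50 values come from Hill fits of compound titrations (up to 77 uM) against 4 nM human enzyme. Substrate 4-methylumbelliferyl-alpha-D-pyranoside at 400 uM, pH 5.0 citrate buffer, 20 min room temperature; fluorescence Ex 365/Em 440 after alkaline stop.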
Tau fluor cs: counter-screen for tau fibril formation inhibitors. tau K18 P301L (four-repeat tau fragment) Alexa594 fluorescence, heparin fibrillization. Potency, µM (highest dose often 57.7 µM), for the others: at the top dose activity change, negative = decrease. 280,000 compounds, 0.93% hits. AID 1463; further: on the % scale 0 is the no-effect control and ±100 the full control effect; nearly all actives have a fitted effect of over 55% in size
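Human K18 P301L tau (15 uM unlabeled plus 0.24 uM Alexa 594-labeled, final) in 100 mM sodium acetate pH 7 was mixed with compound and 20 uM heparin and incubated 6 hr at 37 C.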
Epigenetic derep: derepresses silenced GFP reporter in murine cells | murine LDR cells, GFP reporter derepression, 30 h | Potency, µM (series often up to 53.9 µM), for the others: at the top dose GFP activation, hits mostly activators | 280,000 compounds, 0.2% hits | AID 1865; further: % of control where 0% means no effect; nearly all actives have a fitted effect of over 60% in size
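Derepression of a silenced CMV-GFP reporter in murine LDR cells is scored by enumerating GFP-positive cells with a laser-scanning microplate cytometer after 30 hours of treatment at 37 C.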
GLA spleen mod: inhibitors or activators of human alpha-galactosidase in spleen homogenate; P06280; human spleen homogenate, 4MU-alpha-Gal fluorescence, 40 min; Potency, µM (titrated, usually from 80 µM), for inactives: at the top dose activity change, negative = inhibition, usual class: inhibitors; 240,000 compounds, 0.008% hits; AID 2107;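 further: 0% = enzyme with vehicle and -100% = no enzyme basal signal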
Target sequence (P06280 32-429 limits assumed): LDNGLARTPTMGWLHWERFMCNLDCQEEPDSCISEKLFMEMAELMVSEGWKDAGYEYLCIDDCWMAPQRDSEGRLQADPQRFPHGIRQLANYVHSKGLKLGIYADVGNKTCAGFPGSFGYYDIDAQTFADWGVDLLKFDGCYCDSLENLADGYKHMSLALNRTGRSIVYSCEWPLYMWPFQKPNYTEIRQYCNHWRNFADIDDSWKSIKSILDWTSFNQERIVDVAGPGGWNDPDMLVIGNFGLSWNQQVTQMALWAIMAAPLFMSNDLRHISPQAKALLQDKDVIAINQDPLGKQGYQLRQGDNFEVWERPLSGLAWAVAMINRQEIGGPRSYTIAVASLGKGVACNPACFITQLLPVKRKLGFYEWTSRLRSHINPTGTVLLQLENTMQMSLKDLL
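Human spleen homogenate (1 ug) was the enzyme source, with 4-methylumbelliferyl-alpha-D-galactopyranoside (1 mM final) in pH 5.0 citrate buffer with 0.01% Tween-20. Compounds were titrated; after 40 min at 37C, NaOH/glycine stop, 4-MU fluorescence read; AC50 from Hill fits.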
GAA glycogen: GAA glycogen-cleavage inhibition or activation; Potency, µM (highest dose often 76.4 µM), without a hit: at the highest dose activity change, negative = inhibition, usual class: inhibitors; recombinant GAA, glycogen substrate, Amplex Red glucose oxidase fluorescence; 300,000 compounds, 0.38% hits;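 further: 0% = full enzyme reaction and -100% = no-enzyme basal signal; the screen sought inhibitors and activators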
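Recombinant human alpha-glucosidase (4 nM final) hydrolysed bovine liver glycogen (30 ug) for 40 min at 37 C in pH 5.0 citrate/phosphate with 0.01% Tween-20. Released glucose detected by glucose oxidase/Amplex Red, Ex 573/Em 610 nm. Compounds up to 77 uM; AC50 from Hill fits.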
GAA spleen mod: inhibits or activates alpha-glucosidase in human spleen homogenate; P10253; human spleen homogenate, 4-MU-alpha-glucoside fluorescence; Potency, µM (doses to about 79.9 µM), without a hit: at the top dose activity change, negative = inhibition, most hits filed as inhibitors; 240,000 compounds, 0.006% hits; AID 2112;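 further: 0% = enzyme with vehicle and -100% = no enzyme basal signal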
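Compounds were titrated against alpha-glucosidase in spleen homogenate at pH 5.0, with 1 mM 4-methylumbelliferyl substrate for 40 min at 37 C. Reactions were quenched with pH 10 NaOH/glycine and fluorescence measured.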
ALDH1A1 inh: ALDH1A1 (human) enzyme inhibition; Purified ALDH1A1, NADH fluorescence, propionaldehyde substrate; P00352; Potency, µM (highest dose often 75.3 µM), inactives show at the top dose activity, negative = inhibition, usual class: inhibitors; 220,000 compounds, 7.3% hits; active means well fitted inhibition curve with a large enough effect, not every such curve was filed as active; inconclusive means small, poorly fitted or top-dose-only effect, or another doubt; inactive means no such curve, though single readings can be large or run the other way;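 further: plate controls were no enzyme wells and a reference inhibitor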
Target sequence (P00352 whole entry, looked up): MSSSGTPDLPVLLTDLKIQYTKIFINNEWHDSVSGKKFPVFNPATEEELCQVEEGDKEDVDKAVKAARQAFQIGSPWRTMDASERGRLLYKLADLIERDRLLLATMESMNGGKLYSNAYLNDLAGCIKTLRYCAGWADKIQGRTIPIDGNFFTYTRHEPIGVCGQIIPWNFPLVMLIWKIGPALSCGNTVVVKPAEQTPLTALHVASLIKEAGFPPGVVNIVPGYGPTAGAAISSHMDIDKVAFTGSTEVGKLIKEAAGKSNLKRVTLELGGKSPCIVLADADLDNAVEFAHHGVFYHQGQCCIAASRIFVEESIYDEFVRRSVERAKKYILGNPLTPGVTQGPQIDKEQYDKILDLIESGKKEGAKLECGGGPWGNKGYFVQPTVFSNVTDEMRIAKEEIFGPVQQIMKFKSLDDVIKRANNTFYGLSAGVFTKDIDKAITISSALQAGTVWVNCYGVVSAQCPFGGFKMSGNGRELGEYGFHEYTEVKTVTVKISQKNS
An asterisk follows results filed as active; ? = inconclusive; . = no result given; & = joins results of further samples; [ ] = another dose, or the depositor's remark. Unless noted, the call rests on the fitted dose curve; in most records, active means well fitted curve in the direction sought with a large enough effect; inconclusive means small, poorly fitted or top-dose-only effect, or another doubt; inactive means no such curve, though single readings can be large; an effect the other way counts as inactive or inconclusive. Potency means the concentration at half of the fitted maximal effect.

SMILES	NPSR antagonist	GAA inh	Tau fluor cs	Epigenetic derep	GLA spleen mod	GAA glycogen	GAA spleen mod	ALDH1A1 inh
Cc1cc(NC(=O)CN2CCN(c3ncccn3)CC2)no1	8.9%[46.1 µM]	0.6%	1.7%	-1.0%	3.0%	3.3%	6.4%	10.3%
CCOC(=O)CSc1nc2sc(C)c(C)c2c(=O)n1N	2.8%	7.5%	2.8%	0.0%	5.5%	-0.9%	8.0%	-2.0%
CCCN1C(=O)S/C(=C/c2ccc(N3CCOCC3)o2)C1=O	-25.6%	.	?	10µM*	13.7%	-25.5%	7.8%	.
COc1ccc(OCCC(=O)OCC(=O)NCc2ccccc2)cc1	8.0%	2.1%	-3.9%	-1.0%	-1.0%	-13.6%	-14.0%	2.7%
COc1cc(C)ccc1OCCOCCOc1cc(C)c(C)cc1Br	-14.6%	3.8%	-1.0%	0.0%	0.0%	-1.5%	-9.4%	-5.3%
Cn1cc(SCC(=O)Nc2nc3ccccc3s2)c2ccccc21	-7.7%[46.1 µM]	-2.9%	?	-2.2%	-4.3%	-14.3%	-1.7%	-15.2%
COC(=O)c1ccc(CSc2nc3ccc(Cl)cc3[nH]2)o1	-9.8%[46.1 µM]	1.7%	-24.0%	-0.6%	-2.7%	-6.6%	7.4%	?
Cc1ccc(C)c(NC(=O)COC(=O)CC2c3ccccc3CCN2S(=O)(=O)c2ccc(F)cc2)c1 (stereo unspecified)	-7.3%	-12.7%	-26.7%	-1.9%	10.1%	-2.0%	-5.6%	3.2%
Cc1cc([N+](=O)[O-])cc(/C=N/n2c(C)nc3ccccc3c2=O)c1O	-17.2%	.	-14.4%	2.5%	-7.4%	-1.7%	-10.2%	.
Cc1c(NC(=O)c2cc(-n3cnnc3)ccc2Cl)cccc1-c1nc2ccccc2s1	-21.7%[46.1 µM]	6.8%	-16.7%	-0.9%	-6.0%	4.6%	-4.7%	?
COc1ccc(CNC(=O)C2CCCN2C)cc1OC (stereo unspecified)	9.5%	-4.9%[15.4 µM]	7.0%	-2.3%	-4.8%	-0.3%	14.8%	.
C=CCOC(=O)N[C@@H](Cc1ccccc1)/C(C(=O)OC)=C(\C)NCc1ccccc1	.	.	-3.2%	6.8%	5.9%	.	-7.1%	?
CCOC(=O)Cc1csc2nc3sc(C)c(C)c3c(=O)n12	1.3%[46.1 µM]	0.7%	-13.1%	3.5%	-2.7%	7.4%	-17.9%	?
Cc1c(Cc2ccccc2)sc(NC(=O)/C=C/c2cccc3ccccc23)c1C(N)=O	-0.9%	-3.4%	-25.5%	4.6%	8.1%	-9.7%	5.8%	?
C=CCNC(=O)CC(=O)N/N=C/c1cccc(C)c1	4.7%	0.7%	-2.2%	-1.0%	4.8%	4.2%	-2.4%	1.9%
COCCCNC(=O)C1CC(=O)N(C2CCCC2)C1 (stereo unspecified)	-2.9%[46.1 µM]	1.4%	0.2%	-1.1%	10.1%	-17.1%	-0.6%	8.2%
O=C(CSc1ncc(-c2ccccc2)[nH]1)Nc1ccccc1	17.3%[46.1 µM]	-4.3%	?	-1.0%&-1.0%	-4.6%	8.2%[76.3 µM]	-11.8%	-5.4%
Cc1cc(NC(=O)CSc2nnc(-c3ccc(S(=O)(=O)N4CCCC4)cc3)n2C)no1	-1.5%[46.1 µM]	?	3.6%	-1.0%	17.9%	-5.8%	2.6%	-3.6%
COC(=O)c1ccccc1NC(=O)CSc1nnnn1-c1ccc(C)cc1C	-27.3%[46.1 µM]	-3.7%	-24.9%	3.4%	-1.2%	6.4%	-5.5%	?
CCCCC/C=C\C/C=C\C/C=C\CCCCCCC(=O)NC(C)C(=O)O (stereo unspecified)	.	.	-14.8%	1.1%	-6.9%	.	9.9%	-5.5%
Nc1ccc2nc(CCCO)[nH]c2c1	9.5%	.	4.0%	0.2%	0.5%	-21.0%	-3.2%	.
COC(=O)Cc1c(O)ccn(Cc2ccc(OC)c(OC)c2)c1=O	10.7%	-11.8%	10.6%	0.2%[10.1 µM]	3.0%	6.8%	6.8%	-0.1%
COCC(C)n1c(C)cc(C(=O)CSc2nnnn2-c2ccc(O)cc2)c1C (stereo unspecified)	-16.4%	3.5%	-25.6%	-0.4%	1.4%	22.3%	-12.1%	-0.3%
C=CCn1c(-c2cccc(OC)c2)n[nH]c1=S	8.4%	1.1%	-3.6%	1.1%	-8.9%	-9.9%	1.1%	-1.0%
Cc1ccc(NC(=O)N2CCN(c3ncccc3C(F)(F)F)CC2)cc1	22.3%	-1.4%	0.4%	0.5%	4.6%	7.3%	2.2%	3.3%

Following part
SMILES	NPSR antagonist	GAA inh	Tau fluor cs	Epigenetic derep	GLA spleen mod	GAA glycogen	GAA spleen mod	ALDH1A1 inh
Cc1[nH]c2ccccc2c1N=Nc1ccc(F)cc1	?	?	14.1µM*[quencher]	0.2%	4.5%	-9.9%	-0.9%	2.9%
CC(CCc1ccccc1)NC(=O)/C=C/c1ccccc1 (stereo unspecified)	-23.7%[46.1 µM]	-10.1%	-21.4%	6.7%	-0.9%	-3.2%	3.2%	11.2µM*
O=C(Nc1nccs1)c1ccc(Cl)c(S(=O)(=O)N2CCCCC2)c1	3.9%[46.1 µM]	1.7%	-24.9%	-0.7%	-0.3%	5.6%	0.3%	?
O=C(O)COCC(=O)NC1CCN(Cc2ccccc2)CC1	-17.7%	.	-7.2%	-1.1%	-5.4%	-0.8%	-9.1%	.
Cc1ccc(OC(C)C(=O)O)cc1C (stereo unspecified)	-9.5%[46.1 µM]	4.0%	-5.3%	-5.1%	-6.0%	8.0%	-3.3%	3.0%
O=C(O)C1CN(c2ncccc2[N+](=O)[O-])C1	9.8%	6.7%	-4.1%	2.2%	7.4%	-4.9%	-17.3%	8.4%
COc1cc(/C=N/Nc2ccc(S(N)(=O)=O)cc2[N+](=O)[O-])cc(OC)c1O	39.7%	.	?	0.1%	-5.4%	?	-11.4%	.
COc1ccc(NS(=O)(=O)c2csc(C(=O)Nc3ccccc3)c2)cc1	21.1%	?	?	-4.5%	0.0%	-7.8%	4.3%	?
O=C(CN1C(=O)CCSc2ccccc21)Nc1ccc2c(c1)OCCO2	-10.7%[46.1 µM]	-3.5%	-8.6%	-1.0%	-5.6%	-16.2%	-1.9%	6.8%
O=C(CN1C(=O)c2cccc3cccc(c23)C1=O)N1CCCCC1	-0.2%	4.4%	-2.0%	0.0%	6.8%	-1.5%	-5.3%	?
O=C(O)c1ccc(-c2ccc(Cl)cc2Cl)o1	0.7%[46.1 µM]	-3.8%	-2.6%	-6.3%	-7.4%	-1.3%	-8.8%	12.9%
Cc1ccc(/C=N/N2CCN(Cc3ccccc3)CC2)cc1	-14.3%	2.6%	-12.5%	-0.1%	-0.9%	7.7%	-2.8%	-0.1%
CCOC(=O)CS(=O)(=O)c1nc(-c2ccccc2)cc(C(F)(F)F)n1	10µM*	-14.9%	2.4%	0.9%	1.7%	-11.7%	-6.0%	-1.4%
O=C(NC1CCCCC1)C1CCN(S(=O)(=O)c2cccc3cccnc23)CC1	-3.8%[46.1 µM]	-2.0%[15.4 µM]	-1.7%	1.0%	0.6%	-6.3%	2.2%	2.5%
CCOc1[nH]n(-c2ccc(Cl)cc2)c(=O)c1C=Nc1ccc(C)cc1	13.6%[46.1 µM]	-6.1%	-12.1%	2.1%	-0.2%	-3.5%	-7.7%	6.0%
O=[N+]([O-])c1ccc(N=Nc2ccc(O)cc2O)cc1	10µM*	-15.7%	14.1µM*[quencher]	-7.6%	2.7%	11.9%	-4.1%	10µM*
NC(=O)c1ccccc1NC(=O)/C=C/c1ccc(Cl)cc1	?	1.7%	-11.5%	-1.1%	-0.8%	5.7%	-1.3%	?
N#Cc1ncc(C(F)(F)F)cc1Sc1ccccc1N	-14.6%[46.1 µM]	1.9%	-12.6%	-1.4%	4.0%	6.8%	5.5%	?
COCCn1c(NCc2ccccc2)nc2c1c(=O)[nH]c(=O)n2C	-0.7%[46.1 µM]	0.4%	-5.8%	-0.7%	-8.7%	2.6%	-2.7%	-1.6%
C[N+]1(C)C[C@@H](O)C[C@@H]1C(=O)[O-]	.	.	.	0.0%[16.9 µM]	-6.8%[29.1 µM]	.	4.7%[29.1 µM]	11.6%[20.9 µM]
CCCC(C)(C)NC(=O)CCCCC(=O)NC(C)(C)CCC	-2.1%[46.1 µM]	-3.3%	-7.3%	-1.1%	3.6%	5.6%	-4.1%	?
O=C(CCCn1c(SCC(=O)NC2CCCCC2)nc2ccccc2c1=O)NCC1CCCO1 (stereo unspecified)	0.7%[46.1 µM]	2.3%	-4.8%	-0.9%	8.6%	-1.7%	-0.4%	?
O=C(CCc1ccc(S(=O)(=O)NCCc2ccccc2)cc1)NCc1ccco1	-9.1%[46.1 µM]	-1.1%	-9.5%	4.7%	-19.1%	1.3%	-2.9%	5.01µM*
Cc1cccc(NC(=S)N/N=C/c2c[nH]c3ccccc23)c1	-22.3%	2.5%	8.91µM*[quencher]	10.1%	5.7%	-5.6%	-7.8%	8.6%
O=C(COC(=O)c1cccnc1)c1ccc(Cl)c(Cl)c1	-4.6%[46.1 µM]	-11.4%	-10.1%	0.0%	3.1%	-0.2%	-1.6%	?
Cn1c(SCc2ccccc2F)nc2cccnc21	-6.0%[46.1 µM]	-2.9%	0.9%	0.0%	6.1%	-3.6%	1.2%	2.6%
Cn1nc(-c2ccccc2)cc1NC(=O)Nc1ccccc1F	-16.5%	.	?	1.0%	-12.5%	1.9%	-4.6%	.
c1ccc(Cn2c(-c3cccs3)nc3nc4ccccc4nc32)cc1	?	.	-10.4%	-0.7%	?	1.5%	-0.2%	?

Three entries drawn at random from those above, as already listed:
SMILES	NPSR antagonist	GAA inh	Tau fluor cs	Epigenetic derep	GLA spleen mod	GAA glycogen	GAA spleen mod	ALDH1A1 inh
Cc1ccc(/C=N/N2CCN(Cc3ccccc3)CC2)cc1	-14.3%	2.6%	-12.5%	-0.1%	-0.9%	7.7%	-2.8%	-0.1%
O=C(O)COCC(=O)NC1CCN(Cc2ccccc2)CC1	-17.7%	.	-7.2%	-1.1%	-5.4%	-0.8%	-9.1%	.
O=[N+]([O-])c1ccc(N=Nc2ccc(O)cc2O)cc1	10µM*	-15.7%	14.1µM*[quencher]	-7.6%	2.7%	11.9%	-4.1%	10µM*

This is a subset. The share of hits here may be higher or lower than overall.
